Source: PubChem
sdo1 growth: growth rescue of sdo1-depleted yeast, primary screen, S. cerevisiae, bone marrow failure model. S. cerevisiae sdo1-depleted JHY4D growth rescue, OD600 30 h; hits give high values; pdr5 snq2 efflux-pump mutant strain. actives 0.21% (n = 140,000). z-score at 10 µM;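 active = z-score above 3 at both the 24 hr and the 30 hr optical density reads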;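 also: z-score against mean and SD of all compound wells on the same plate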
INS promoter inh: inhibitors of insulin promoter-driven GFP, primary screen, imaging, TRM-6 cells (human fetal islet line), eGFP reporter, cell count | reporter expression induced with tamoxifen | actives 0.9% (n = 130,000) | inhibition, % at 2 µM | AID 1273, 2008;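 active = inhibition above the mean plus 3 SD, with well images judged a real hit on visual review, cut at about 60% in these data, passing the limit was not always enough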
sdo1 growth Rescue 24 h: also measured in sdo1 growth; calls as there; z-score; S. cerevisiae sdo1-depleted JHY4D growth rescue, OD600; measured here: growth rescue at 24 h;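 0 is the plate mean of compound wells and units are plate SD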
Active calls of the source: *; nt = not tested or not shown.

nr	canonical_smiles	sdo1 growth	sdo1 growth Rescue 24 h	INS promoter inh
1	O=C(CNS(=O)(=O)c1ccc(Br)s1)N1CCCC1	1.4	1.2	59
2	N#Cc1cc2ccccc2nc1SCc1cccnc1	-1.3	0.12	nt
3	O=C(O)c1cc(NC(=O)C2CCCO2)cc(NC(=O)C2CCCO2)c1 (stereo not given)	0.04	0.26	-79
4	CCOC(=O)Cc1csc(NC(=O)c2c(-c3ccccc3)noc2C)n1	-0.58	0	0
5	CCc1c(C)sc(NC(=S)N2CCN(CC)CC2)c1C(=O)OC	nt	nt	-11
6	O=C(N/N=C\c1cccc(Br)c1)c1ccccc1-n1cccc1	-1.4	-0.44	nt
7	CC1(C)Cc2ccccc2-c2nnc(SCc3ccc(C#N)cc3)n21	-1.7	-1.4	-21
8	Cc1oc(-c2cccc(Br)c2)[n+]([O-])c1C	nt	nt	42
9	O=S(=O)(CCCc1ccccc1)c1ncn[nH]1	0.57	0.49	56
10	CC(C)(C)c1ccc(C(=O)N/N=C2\C3CN4CCN(C3)CC2(c2ccccc2)C4)cc1	-1.9	-0.84	10
11	Cc1nc2ccccc2c2oc(C(=O)NCCCN3CCCC3=O)cc12	0.1	-0.53	nt
12	COc1ccc(C(=O)N/N=C/c2ccc(SC)cc2)cc1	1.2	0	-50
13	COc1ccc(Nc2nnc(SCC(=O)c3cc(C)n(CC4CCCO4)c3C)s2)cc1 (stereo not given)	-0.7	-0.3	13
14	N#CC1=C(N)Oc2c(ccc3ccccc23)C1c1cccs1 (stereo not given)	-2.5	-1.8	-7
15	Cc1ccc2nsnc2c1N(S(C)(=O)=O)S(C)(=O)=O	0.62	0.34	-15
16	CCC(C)NC(=O)c1cn(C)c(=O)c2cc(OC)c(OC)cc12 (stereo not given)	0.39	0.07	15
17	CC(C)(C)n1ncc2c(=O)n(CC(=O)Nc3ccc4c(c3)OCCO4)cnc21	1.4	0.42	-100
18	O=C(Nc1cccc(C(F)(F)F)c1)C1CCCN(c2ncccn2)C1 (stereo not given)	-0.56	-0.03	nt
19	COc1ccccc1CN(C)C(=O)c1ccc2c(c1)NC(=O)CS2	1	0.77	-7
20	COc1cccc(C(=O)N(c2ccc(OC)cc2OC)C2C=CS(=O)(=O)C2)c1 (stereo not given)	0.13	-0.55	45
21	CC(NC(=O)OC(C)(C)C)C(=O)Oc1cc2oc(=O)cc(-c3ccccc3)c2cc1Cl (stereo not given)	-0.62	-0.4	39
22	COc1ccc(-c2cc(C3CCN(c4cc(Cl)nc(N)n4)CC3)[nH]n2)cc1	-2	-1.3	-30
23	Cc1nc(=O)c(-c2ccccc2)c(C)n1-c1ccc(C(=O)O)cc1	1.9	-0.12	8
24	COc1ccccc1CCNC(=O)c1cnn2c(C(F)F)cc(C)nc12	-0.59	-0.55	nt
25	Cn1cccc1CC(=O)NNC(=O)Nc1ccc(Cl)cc1	0.91	0.83	17
26	Cn1c(NC(=O)c2cccc(C(F)(F)F)c2)cc(=O)n(C)c1=O	0.2	-0.25	nt
27	Cc1cc(S(=O)(=O)NCc2ccccc2)ccc1OCC(=O)Nc1cccc([N+](=O)[O-])c1	-0.61	-0.35	-71
28	Cc1ccc(C(=O)NNC(=O)CSc2nnc3c(n2)[nH]c2ccc(F)cc23)cc1	0.92	2.5	-2
29	O=C1OC(c2cccs2)=N/C1=C\c1ccc(-c2cccc(Cl)c2)o1	-0.82	-0.07	-41
30	CCCCOC(=O)c1ccc(NC(=O)c2ocnc2C)cc1	-0.52	-0.72	-14

Some values from the list:
no. 17 | sdo1 growth Rescue 24 h: 0.42
no. 7 | sdo1 growth: -1.7

A different layout for some results above:
Second line of a record: sdo1 growth | sdo1 growth Rescue 24 h | INS promoter inh
6. O=C(N/N=C\c1cccc(Br)c1)c1ccccc1-n1cccc1
 : -1.4 | -0.44 | nt
7. CC1(C)Cc2ccccc2-c2nnc(SCc3ccc(C#N)cc3)n21
 : -1.7 | -1.4 | -21
8. Cc1oc(-c2cccc(Br)c2)[n+]([O-])c1C
 : nt | nt | 42
9. O=S(=O)(CCCc1ccccc1)c1ncn[nH]1
 : 0.57 | 0.49 | 56
10. CC(C)(C)c1ccc(C(=O)N/N=C2\C3CN4CCN(C3)CC2(c2ccccc2)C4)cc1
 : -1.9 | -0.84 | 10

Grouped by structure, the entries above with fluorine (four)
nr	canonical_smiles	sdo1 growth	sdo1 growth Rescue 24 h	INS promoter inh
18	O=C(Nc1cccc(C(F)(F)F)c1)C1CCCN(c2ncccn2)C1 (stereo not given)	-0.56	-0.03	nt
24	COc1ccccc1CCNC(=O)c1cnn2c(C(F)F)cc(C)nc12	-0.59	-0.55	nt
26	Cn1c(NC(=O)c2cccc(C(F)(F)F)c2)cc(=O)n(C)c1=O	0.2	-0.25	nt
28	Cc1ccc(C(=O)NNC(=O)CSc2nnc3c(n2)[nH]c2ccc(F)cc23)cc1	0.92	2.5	-2

Returning to the listing, starting seven compounds before the break.
nr	canonical_smiles	sdo1 growth	sdo1 growth Rescue 24 h	INS promoter inh
24	COc1ccccc1CCNC(=O)c1cnn2c(C(F)F)cc(C)nc12	-0.59	-0.55	nt
25	Cn1cccc1CC(=O)NNC(=O)Nc1ccc(Cl)cc1	0.91	0.83	17
26	Cn1c(NC(=O)c2cccc(C(F)(F)F)c2)cc(=O)n(C)c1=O	0.2	-0.25	nt
27	Cc1cc(S(=O)(=O)NCc2ccccc2)ccc1OCC(=O)Nc1cccc([N+](=O)[O-])c1	-0.61	-0.35	-71
28	Cc1ccc(C(=O)NNC(=O)CSc2nnc3c(n2)[nH]c2ccc(F)cc23)cc1	0.92	2.5	-2
29	O=C1OC(c2cccs2)=N/C1=C\c1ccc(-c2cccc(Cl)c2)o1	-0.82	-0.07	-41
30	CCCCOC(=O)c1ccc(NC(=O)c2ocnc2C)cc1	-0.52	-0.72	-14
31	Cc1c(C(=O)Nc2ccc(F)cc2)oc2ccc(S(=O)(=O)N3CCC4(CC3)OCCO4)cc12	-1.1	0.32	nt
32	COc1ccccc1/C=C/C(=O)NCC(=O)N/N=C/c1ccc2c(c1)OCO2	nt	nt	-29
33	O=C(CN1CCCCC1)N1CCCc2c1c(=O)oc1ccc(OCc3ccccc3)cc21	-0.88	-0.59	-3
34	COc1ccc(NC(=O)C2CCCN(S(=O)(=O)c3cccs3)C2)cc1OC (stereo not given)	0.03	0.36	-33
35	Cc1oc(-c2ccccc2Cl)nc1CSc1nc2c(c(=O)[nH]1)CCC2	-1.5	-0.51	7
36	Cc1ccc(NC(=O)C(=O)Nc2ccc(C)cn2)nc1	nt	nt	-85
37	O=C1CCCCC(=O)c2ccccc2N1	0.64	-0.06	11
38	O=C(CN(Cc1ccco1)S(=O)(=O)c1cccs1)Nc1ccccc1C(F)(F)F	-1.4	-1.7	nt
39	COC(=O)Cn1cnc2c(nnn2Cc2ccc(Cl)cc2)c1=O	-0.65	-1.7	nt
40	Cc1ccc(-c2nc(N)sc2CC(=O)OCC(=O)NCC2CCCO2)cc1 (stereo not given)	0.65	-0.35	-32
41	Cc1ccc(-n2c(SCC(=O)NCc3cccs3)nnc2-c2ccoc2C)cc1	-0.93	-0.56	nt
42	CC(C)C[C@H](NC(=O)Nc1ccccc1F)C(=O)O	0.65	0.29	31
43	CC1CC(C)CN(C(=O)c2cc(-c3ccccn3)nc3ccccc23)C1 (stereo not given)	-0.65	-0.55	-42
44	O=C(NCc1ccco1)C12CN(Cc3ccccc3)CC1C(c1cccc([N+](=O)[O-])c1)=NO2 (stereo not given)	-0.51	-0.25	nt
45	COc1cccc(-n2cnc3sc(C)c(C)c3c2=O)c1	-0.63	-0.4	-11
46	CCOC(=O)C1=C(C)Nc2nc(SCc3cccnc3)nn2C1c1ccc(OC)cc1 (stereo not given)	0.12	-0.04	nt
47	O=C(CSc1nnc(-c2ccccc2)o1)NCC1CCCCC1	0.12	0.4	-31
48	N=C1C(c2ccccc2)=C(O)CN1c1cccc(S(N)(=O)=O)c1	-0.2	-1.5	7
49	CC(=O)c1cc(C(c2csc(C(C)=O)c2)c2csc(C(C)=O)c2)cs1	-0.86	-0.35	69
50	COc1ccc(C2=NCC(CSc3nnnn3C)S2)cc1 (stereo not given)	0.24	1.2	-36
51	C=CCn1c(SCC(=O)Nc2ccc3c(c2)OCCO3)nnc1-c1ccccn1	1.1	1.3	nt
52	CCCCN1c2cc(C)c(O)cc2C(C(=O)OCC)C1C (stereo not given)	-0.29	-1.4	-33
53	CCSc1ccccc1C(=O)NCc1ccc(S(N)(=O)=O)cc1	0.41	-0.19	74
54	Cc1cc(C(=O)Nc2ccccc2C(F)(F)F)no1	0.34	-0.34	nt
55	CCN(CC)CCN(C(=O)C1=COCCO1)c1nc2cc3c(cc2s1)OCO3	nt	nt	-12
